Compound activity as filed in PubChem BioAssay.
Pf gamet viab: inhibitors of late stage P. falciparum gametocyte viability. 150,000 tested, 0.065% active. inhibition, % at 10.9 µM. P. falciparum stage V gametocytes, ATP luminescence, 24 h. AID 743093;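 active = inhibition above the mean plus 3 SD of compounds within the control limits, set per campaign, cut at about 38% in these data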;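 also: 0% = DMSO wells and 100% = medium only without gametocytes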
Mcl1-Bid inh: disrupts binding of human Mcl-1 to Bid peptide | TR-FRET Mcl-1/Bid-Dy647 peptide binding, 1536-well | inhibition, % at 21.7 µM | 220,000 tested, 0.97% active | AID 1021;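 active = compounds that cut the binding signal by more than half at the single screening dose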;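 also: His-tagged Mcl-1 with europium anti-His antibody binding Bid BH3 peptide; 0% = Mcl-1 plus peptide wells and 100% = peptide-only wells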
Target sequence (Q07820 whole entry, looked up): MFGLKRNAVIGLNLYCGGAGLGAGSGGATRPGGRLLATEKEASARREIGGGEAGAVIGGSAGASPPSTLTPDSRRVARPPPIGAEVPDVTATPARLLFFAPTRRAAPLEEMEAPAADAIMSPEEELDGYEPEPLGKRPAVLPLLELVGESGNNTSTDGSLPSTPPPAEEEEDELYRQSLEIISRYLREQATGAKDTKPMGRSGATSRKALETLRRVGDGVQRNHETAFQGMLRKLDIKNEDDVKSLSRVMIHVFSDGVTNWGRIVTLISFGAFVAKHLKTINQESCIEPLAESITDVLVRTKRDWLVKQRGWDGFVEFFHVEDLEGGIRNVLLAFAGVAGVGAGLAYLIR
Mcl1-Noxa inh: Mcl-1/Noxa interaction inhibition | Q07820 | TR-FRET Mcl-1/Noxa peptide binding, 2 h | inhibition, % at 21.7 µM | 220,000 tested, 1.5% active | AID 1022;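 active = compounds that cut the protein-peptide binding signal by more than 50% relative to plate controls in a single-dose test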;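 also: His-tagged Mcl-1 with rhodamine Noxa BH3 peptide and terbium anti-His antibody; 0% = Mcl-1 plus Noxa peptide wells and 100% = peptide-only wells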
Avidin fluor: avidin bead compound fluorescence profile. Avidin beads, compound fluorescence 488/530 nm, flow cytometry; hits give high values. fluorescence (KMESF) at 10 µM. 220,000 tested, 0.38% active. AID 1775; in the data active = fluorescence above about 47; also: inactives centre near 10
Active calls of the source: *.

Compound	Pf gamet viab	Mcl1-Bid inh	Mcl1-Noxa inh	Avidin fluor
CC(=O)NC1(C(F)(F)F)C(=O)Nc2c1c(=O)[nH]c(=O)n2-c1ccccc1 (stereo unspecified)	17	-5	8	9
O=C(Nc1ccccc1)O/N=C1/CCCc2occc21	-13	-46	7	5
CSc1sc(C(=O)Nc2ccc(F)cc2F)c2c1C=CCC2	-11	-55	-2	7
NC(=O)N/N=C(/CCCCCC/C(=N\NC(N)=O)c1ccccc1)c1ccccc1	3	1	-5	8
O=C(Nc1nnc(Cc2ccc([N+](=O)[O-])cc2)s1)c1ccc2c(c1)OCO2	-12	-16	17	7
COC(=O)C1=C(C(=O)OC)[C@@H]2N(Cc3ccccc3)c3ccccc3[C@@]23C[C@@H](C(=O)OC)N=C3N1	-10	-16	1	9
O=C(Cn1nc(-c2nn(CC(=O)c3ccccc3)c3[n+]2CCCCC3)[n+]2c1CCCCC2)c1ccccc1	3	-4	5	10
O=C(CCl)N(CCCNC(=O)C(F)(F)F)c1ccc([N+](=O)[O-])cc1	6	-6	-6	7
CCN(CC)CC(=O)Nc1scc2c1c(=O)oc1ccccc12	23	-17	1	7
COc1ccc(C(CCN2CCCC2)c2c(OC)cc(OC)c3c(-c4ccccc4)cc(=O)oc23)cc1 (stereo unspecified)	-23	-27	10	9
C=C(C)CSc1nnc([C@@H]2CCCN2)o1	0	-12	-1	8
Cc1sc2c(c1C)C(=O)/C(=C\Nc1ccncc1)S(=O)(=O)N2C	9	11	6	3
CCOC(=O)C1CCN(c2nc3c(C)cccn3c(=O)c2/C=C(\C#N)S(=O)(=O)c2ccccc2)CC1	4	-7	13	6
COc1cccc(C(=O)Nc2nc(SCc3ccc(Cl)cc3)n[nH]2)c1	-8	-4	3	6
CCOP(=O)(OCC)c1nc(-c2ccc(OC)cc2)oc1N1CCOCC1	-11	-17	1	9
CC(=O)Nc1cccc(-n2nnc(SCC(=O)Nc3ccccc3)n2)c1	17	-4	17	5
OCCN(CCO)c1nc2ccccc2[nH]1	6	-20	-30	20
O=C(CO/N=C/c1ccc(Cl)cc1Cl)NNC(=O)c1ccc(Cl)cc1Cl	0	-5	5	8
COc1cc(/C=N/n2c(-c3ccccc3)n[nH]c2=S)cc(OC)c1OC	-24	-107	18	8
CC1CC(C)CN(S(=O)(=O)c2ccc3c(c2)n(C)c(=O)c(=O)n3C)C1 (stereo unspecified)	-2	-4	-16	6
Nc1nonc1N/N=C\c1ccccc1	-16	-2	-12	7
CCc1nc2ccccc2nc1N1CCN(S(=O)(=O)c2c(C)cc(Cl)cc2C)CC1	5	-3	-17	8
Cc1ccc(NC(=O)CSc2nc(N)cc(N)n2)cc1S(=O)(=O)N1CCOCC1	-1	-41	-1	3
Cc1[nH]c2ccccc2c1/C=N/Nc1nc2ccccc2[nH]1	-19	-171	-10	9
O=C(O)CSCC(=O)Nc1ccc(-c2nc3ccccc3s2)cc1	-20	-10	56*	17
CC/C(=N\NC(N)=O)c1ccc(OC(F)F)cc1	11	-5	20	8
COc1cccc(/C=N/NC(=O)CNC(=O)c2ccco2)c1O	2	-44	-1	6
N/C(=N\S(=O)(=O)c1cc(C(F)(F)F)cc(C(F)(F)F)c1)c1ccccc1	-7	5	13	6
NNC(=O)Cc1csc(-c2ccccc2)n1	5	-2	2	7
O=C(O)/C=C\c1cc2c(cc1[N+](=O)[O-])OCO2	9	-8	15	6
Cc1ccc(-c2csc(N3C(=N)SCC3=O)n2)cc1	1	-47	4	8
Cc1ccc(S(=O)(=O)n2nccc2-c2c(-c3ccc(Cl)cc3)noc2C)cc1	-4	-1	-5	3
Cc1ccc(SCc2cn3ccccc3n2)cc1	7	-37	5	5
CCOC(=O)c1c(CSc2ccccc2)n(C)c2ccc(O)c(CN3CCN(C)CC3)c12	16	-36	3	2
Cc1noc(C)c1NC(=O)NCCN1CCN(Cc2ccccc2)CC1	-1	-6	5	7
CCCc1cnc(NCCNCC(O)COc2ccc(Cl)c(Cl)c2)nc1 (stereo unspecified)	-7	6	15	7
CCn1nc(C)c(/C=N/NC(=O)Cn2nnnc2N)c1C	-19	-18	5	8
CC(C)(C)c1ccc(N=C2SCC(=O)N2Cc2cccs2)cc1	7	0	-17	4
CCOC(=O)c1cc(-c2csc(-c3cccc(Cl)c3)n2)on1	-2	2	0	6
CCOC(=O)CNC(=S)NN(C)C	-22	-37	9	7
COc1ccc(CCNC(=O)CSc2nc(C)nc3sccc23)cc1OC	10	-21	2	10
Cc1cc(S(=O)(=O)NCc2ccc(N3CCN(C)CC3)cc2)c(C)s1	7	-10	4	3
O=C(CN1CCN(S(=O)(=O)c2ccc(Br)cc2)CC1)N/N=C/c1ccncc1	-3	-25	-8	4
NC(=O)COn1c(SCC(N)=O)nc2ccccc2c1=O	7	-10	-4	8
COc1ccc(C(CCNCc2ccc(OC)c(OC)c2)c2ccc(F)cc2)cc1 (stereo unspecified)	9	-35	18	7
CC1CCN(C(=O)c2ccc(N3C(=O)C4CCC(C)CC4C3=O)cc2)CC1 (stereo unspecified)	9	3	0	1
Cc1ccc(OCC(=O)Nc2nnc(-c3ccco3)s2)cc1	8	-54	17	8
Cc1nnc(N/N=C/c2cccs2)[nH]c1=O	19	-9	-2	9
COc1ccc(CCNS(=O)(=O)c2cnc(Cl)c(Br)c2)cc1OC	-8	14	8	8
NC1=NC(=Nc2cccc(S(=O)(=O)N3CCOCC3)c2)c2ccccc21	0	-12	-8	3
S=C(NC1CCCCC1)N1CCCCC1	25	-76	-7	9
CNC(=O)Nc1ccc(C2SCCS2)cc1	0	-13	5	6
O=C(Nc1ccc(S(=O)(=O)N2CCOCC2)cc1)c1ccc2ncsc2c1	-1	-13	16	15
CN(CCO)C(=O)C(c1ccccc1)c1ccccc1	-4	-11	-20	6
COc1ccc(CCN2C(=O)CC(N3CCC(C(N)=O)CC3)C2=O)cc1OC (stereo unspecified)	-18	-12	7	5
Cc1[nH]n(-c2ccccc2)c(=O)c1C=NCc1ccncc1	13	-20	24	4
CCOC(=O)c1ccc(NC(=O)C(=O)NCC2(c3ccc(OC)cc3)CCOCC2)cc1	1	-11	-6	6
COc1cc(/C=C(/C#N)C(=O)Nc2ccccc2)c(Br)cc1OCc1ccc(C(=O)O)cc1	-4	3	44	6
CCOC(=O)c1sc(SC)c2c1CCCC2=O	10	-12	-7	6
CNC(=S)N/N=C/c1ccco1	23	-112	23	21

Next records
Compound	Pf gamet viab	Mcl1-Bid inh	Mcl1-Noxa inh	Avidin fluor
N/C(=N\OC(=O)c1cccc(Cn2cc(C(F)(F)F)ccc2=O)c1)c1ccc(Cl)cc1	19	8	-4	5
CC(=O)n1cc([C@@H]2C=C(C(=O)NCc3ccccc3)O[C@H](OCc3ccc(CO)cc3)C2)c2ccccc21	-22	-28	18	9
COc1ccc(/C=C/c2nnc(NC(=O)CSc3ccc(C)cc3)s2)cc1	-6	-7	19	8
COc1ccccc1OCCNC(=O)C(=O)c1c[nH]c2ccccc12	-26	-16	-5	7
O=C(/C=C/c1ccco1)N1CCN(S(=O)(=O)c2cccs2)CC1	-4	-32	11	3
CCOc1ccccc1NC(=O)COC(=O)c1cc[n+]([O-])cc1	-12	-14	-11	19
O/N=C1\CCCc2c1nc(-c1ccccc1F)n2O	-9	-66	6	8
O=c1c(O)cccc2cc(O)c(O)c(O)c12	-52	92*	104*	1
CCCc1n[nH]c(=S)n1Cc1ccco1	26	-52	18	12
CC(C)(C)OC(=O)N1CCC[C@H]1C(=O)N/N=C/c1cccc2nccnc12	19	-12	8	7
COc1cc(/C=N/NC(=O)CCn2nc(C)cc2C)ccc1O	3	-39	-7	6
Nc1nc(Nc2cccc(Cl)c2)n[nH]1	-23	-17	12	6
Cc1ccc(S(=O)(=O)N(C)C)cc1NC(=O)COC(=O)c1ccc2c(c1)NC(=O)CS2	17	-18	6	3
Cc1ccc(NC(=O)N(CCC(=O)O)Cc2ccccc2)cc1	20	-29	-8	6
COc1cc2c(c(OC)c1OC)C(=O)CC2	12	-6	-4	7

4 compounds out of the list above, arranged by the number in Avidin fluor, rising.
compound | Mcl1-Bid inh | Mcl1-Noxa inh | Avidin fluor
O=c1c(O)cccc2cc(O)c(O)c(O)c12 | 92* | 104* | 1
COc1cc(/C=N/NC(=O)CCn2nc(C)cc2C)ccc1O | -39 | -7 | 6
CC(C)(C)OC(=O)N1CCC[C@H]1C(=O)N/N=C/c1cccc2nccnc12 | -12 | 8 | 7
O/N=C1\CCCc2c1nc(-c1ccccc1F)n2O | -66 | 6 | 8

(further entries)
Compound	Pf gamet viab	Mcl1-Bid inh	Mcl1-Noxa inh	Avidin fluor
CC(C(=O)NCC1CCCO1)N1C(=O)C2C3CC(C(Br)C3Br)C2C1=O (stereo unspecified)	6	-15	6	8
O=C(O)C1CCN(C(=O)c2csc(-c3ccc4c(c3)CCO4)n2)CC1	-4	0	11	4
O=c1nc(SCc2c(F)cccc2Cl)nc(-c2ccccc2)[nH]1	10	-4	19	6
CN1C(N)=NC(=O)/C1=C/c1ccc(F)cc1	-2	-34	-1	8
COC(=O)c1oc2c(c1C)C(=O)CCC2	0	-16	6	8
CC(C)NC(=O)N(Cc1ccccc1)Cc1cccs1	-11	-12	2	6
O=C(Nc1cccc(Cl)c1)Nc1csc([N+](=O)[O-])c1	1	5	23	6
Cc1ccc(S(=O)(=O)Nc2ccc3c(c2)nc(C)n3C)cc1	-25	-16	-24	9
C/C(=N\OCc1ccc(C#N)cc1)c1cc2ccccc2o1	8	-8	-4	5
C[C@H](NC(=O)c1[nH]cnc1C(=O)Nc1ccccc1)C(=O)OC(C)(C)C	-18	-12	-13	10
COC(=O)Cc1ccc(NC(=S)NNC(=O)C2CC2)cc1	3	-41	10	5
CCOc1cc(CN2CCCC(CNC(=O)c3ccc(F)cc3)C2)ccc1OC (stereo unspecified)	14	20	-2	8
CSc1nc2nc3c(cc2c(=O)n1-c1ccccc1C)COC(C)(C)C3	4	3	-17	9
O=C(O)CCCC(=O)N1N=C(c2ccccc2)CC1c1cccs1 (stereo unspecified)	-10	-3	4	7
COC(=O)c1cc2occc2n1Cc1nc(-c2ccccc2F)oc1C	2	-52	-7	4
CC(=O)C1=C(O)C(=O)N(c2nccs2)C1c1ccccc1F (stereo unspecified)	2	-39	12	6
COc1ccc(C)cc1NC(=O)c1ccc(NS(=O)(=O)c2cccc3cccnc23)cc1	-7	7	22	8
CC(C)c1ccc(C(=O)NC(=S)Nc2ccc3[nH]c(=O)[nH]c3c2)cc1	-12	-15	4	6
COC(=O)c1c(C)oc(C)c1S(=O)(=O)N1CCCCC1	6	2	8	7
COc1cccc(OC)c1C(=O)Nc1nc2cc3c(cc2s1)OCO3	1	0	6	8
Cc1ccc(NC(=O)c2cnc3ccccc3n2)cc1C	15	3	-5	3
CC(C)(C)c1ccc(-c2nnc(N)o2)cc1	15	-27	-16	5
COc1ccc(Nc2cc(C)nc(NCc3ccccc3)n2)cc1	-20	-4	34	7
COC(=O)c1c(C)[nH]c(C(=O)/C=C/c2ccccc2F)c1C	11	-12	16	6
CCn1nc(C)c(CNC(=O)c2cc(COc3ccc(F)cc3Cl)on2)c1C	6	-9	13	6
Cn1cnc(S(=O)(=O)Nc2cc(C(F)(F)F)ccc2N2CCOCC2)c1	-9	-24	10	5
Cc1ccc(C(=O)N/N=C/c2ccc(-c3cccc(C(F)(F)F)c3)o2)cn1	0	-3	12	8
Cc1ccc(S(=O)(=O)Nc2ccc3c(c2)nc(CCN2CCCCC2)n3C)cc1	-11	-38	-7	12
Cc1cccc(Cl)c1NNC(=O)Nc1c([N+](=O)[O-])c(C)nn1C	-11	-10	5	9
COc1ccc(S(=O)(=O)N(CC(=O)N/N=C/c2ccccc2C(=O)O)c2ccccc2OC)cc1	20	-25	13	7
COc1ccc(-c2noc(-c3ccccc3C(=O)NCC3CCCO3)n2)cc1 (stereo unspecified)	-8	2	2	7
O=C(/C=C/c1ccccc1)Nc1ccc(NC(=O)c2cccs2)cc1	-20	-10	4	5
COC(=O)c1cc(S(=O)(=O)N(C)C2CCCCC2)oc1C	-18	-12	15	4
COc1ccc2c(c1OC)C(=O)OC2Nc1nc(-c2cccc([N+](=O)[O-])c2)cs1 (stereo unspecified)	18	10	0	8
O=c1oc2ccccc2nc1/C=C(\O)c1ccccc1	6	-90	-8	6
COc1ccc(CCN(C)CCC(=O)Nc2cccc(C)c2)cc1OC	-8	5	2	7
O=C(CCOc1ccc(F)cc1)Nc1nccs1	16	-13	4	7
CN(CC(=O)O)S(=O)(=O)c1ccc2[nH]c(=O)c(=O)[nH]c2c1	6	-13	-7	8
Cc1cc(NC(=O)c2ccccc2)n(C(C)(C)C)n1	5	-13	-16	4

Not all compounds are listed. The share of hits here may be higher or lower than overall.
